Screening results as filed in PubChem.
HT1080 cytotoxicity: HT1080 cell viability loss – fluorescence readout (AID 620); HT1080 viability, fluorescence; higher % means a stronger effect; 87,000 tested, 0.42% active; cytotoxicity, % at 10 µM; hits with a dose series show EC50 in µM;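 note: cells exposed to compound overnight then 4 h with Alamar Blue; 0% = vehicle DMSO and 100% = killing control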
PMK inhibit: inhibitors of Streptococcus pneumoniae phosphomevalonate kinase. purified PMK, PK/LDH-coupled NADH absorbance 340 nm. inhibition, % at 10 µM. AID 539. 65,000 tested, 0.49% active;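 active = top-ranked compounds by inhibition in the single 10 µM screen, taking a fixed number of the strongest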;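 note: 0% = full reaction with DMSO carrier and 100% = background rate without enzyme reaction; no value below 0 was filed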
Bfl-1 displacement: displacement of Bid BH3 peptide from Bfl-1 – biochemical, fluorescence polarization, FITC-Bid, mouse, primary screen (AID 432). FITC-Bid BH3 peptide fluorescence polarization displacement; higher % means a stronger effect. displacement, % at 20 µM; hits with a dose series show IC50 in µM. 64,000 tested, 0.02% active; in the data active = a potency from the dose series; inactive = the rest, 99 in 100 with displacement below about 15%; note: strong numbers were not always called active
HPDE-C7 viability: HPDE-C7 pancreatic duct cell viability loss – fluorescence, HTS (AID 430). HPDE-C7 pancreatic duct cells viability, fluorescence; higher % means a stronger effect. 63,000 tested, 1.8% active. one-dose cytotoxicity, % at 10 µM; EC50 in µM for titrated hits;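 note: cells exposed to compound for 48 hours before viability readout; 0% = vehicle and 100% = reference cytotoxic drug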
KRASV12 cytotoxicity: viability loss of HPDE-C7K cells – cell-based, fluorescence, HTS, primary screen (AID 431); HPDE-C7K KRASV12 cells, Alamar Blue viability, 48 h; higher % means a stronger effect; 63,000 tested, 1.7% active; cytotoxicity, % at 10 µM; hits with a dose series show EC50 in µM;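 active = compounds whose percent cytotoxicity in the single-dose primary screen, scaled between solvent and toxic-drug controls, exceeds 50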;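 note: 0% = DMSO solvent wells and 100% = doxorubicin-treated wells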
LYP phosphatase: inhibition of human PTPN22 tyrosine phosphatase – biochemical, DiFMUP fluorescence, recombinant catalytic domain, 10 µM, primary screen (AID 606); 52,000 tested, under 10 active; recombinant LYP catalytic domain, DiFMUP fluorescence; higher % means a stronger effect; one-dose inhibition, % at 10 µM; IC50 in µM for titrated hits;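 active = IC50 under 40 µM in the dose-response test; inactive = IC50 of 40 µM or more, or never dose-tested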
DPM-DC inhibit: inhibitors of Streptococcus pneumoniae diphosphomevalonate decarboxylase | 65,000 tested, 0.49% active | AID 556 | purified DPM-DC, PK/LDH coupled NADH fluorescence | calls only at 10 µM;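 active = the 320 compounds with the highest percent inhibition in the single-dose primary screen, excluding strongly autofluorescent ones, cut at about 32% in these data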;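 note: kinetic rate of NADH fluorescence loss reporting ADP formed by the decarboxylase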
TNAP inhibition: human TNAP enzyme inhibitors, biochemical, luminescent (AID 518); purified TNAP enzyme, luminescent substrate readout; higher % means a stronger effect; inhibition, % at 20 µM; hits with a dose series show IC50 in µM; 64,000 tested, 0.09% active; in the data active = a potency from the dose series; inactive = the rest, 99 in 100 with inhibition below about 22%;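 note: plate controls were vehicle for no effect and reference inhibitor for full effect; many of its hits are not listed in these tables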
Spn MK inh: S. pneumoniae mevalonate kinase inhibition; purified MK, PK/LDH-coupled NADH absorbance 340 nm; inhibition, % at 10 µM; 65,000 tested, 0.48% active; AID 555;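 active = ranked among the strongest by inhibition in the single 10 µM screen, a fixed top-ranked set picked for dose follow-up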; note: no value below 0 was filed
PMK inhibit pilot replicates: further read-out of PMK inhibit, marked with its call; inhibition, %; measured here: pilot screen replicates
Spn MK inh pilot replicates: recorded beside Spn MK inh, whose call it bears; inhibition, %; measured here: pilot screen replicates
DPM-DC inhibit pilot screen %: second read-out of DPM-DC inhibit, no call of its own (marks repeat the call); inhibition, %; measured here: pilot screen trials
Active calls of the source: *; i = inactive; nt = no result given; & = joins results of further samples. Cut-off read from the data, not from the text of the source, unless noted: active = cytotoxicity above about 50%; inactive = the rest.

The first 4 compounds (preview)
SMILES | HT1080 cytotoxicity | PMK inhibit | Bfl-1 displacement | HPDE-C7 viability | KRASV12 cytotoxicity | LYP phosphatase | DPM-DC inhibit | TNAP inhibition | Spn MK inh | others
COc1ccccc1N1CCN(C(=O)c2cnn3cccnc23)CC1 | -2.5% | 4.0 | 4.5% | -7.1% | -0.9% | -0.4% | i | 11.7% | 2.0
COCCN1C(=O)c2ccccc2C(C(=O)N2CCN(c3ccccn3)CC2)C1c1ccc(F)cc1 (stereo not given) | 3.2% | 15.0 | 2.1% | -0.2% | -1.9% | 10.1% | i | 2.0% | 8.0
Cc1ccc(NC(=O)CSCC(=O)O)c(C)c1 | -3.5% | 14.0 | 3.3% | -4.8% | -4.3% | -16.0% | i | 10.5% | 9.0
COCCOC(=O)C1=C(N)OC2=C(C(=O)CCC2)C1c1cccnc1 (stereo not given) | 0.2% | 0.0 | 4.5% | -2.0% | -6.3% | 5.4% | i | 2.9% | 9.0

The listing, from the first entry:
SMILES | HT1080 cytotoxicity | PMK inhibit | Bfl-1 displacement | HPDE-C7 viability | KRASV12 cytotoxicity | LYP phosphatase | DPM-DC inhibit | TNAP inhibition | Spn MK inh | others
COc1ccccc1N1CCN(C(=O)c2cnn3cccnc23)CC1 | -2.5% | 4.0 | 4.5% | -7.1% | -0.9% | -0.4% | i | 11.7% | 2.0
COCCN1C(=O)c2ccccc2C(C(=O)N2CCN(c3ccccn3)CC2)C1c1ccc(F)cc1 (stereo not given) | 3.2% | 15.0 | 2.1% | -0.2% | -1.9% | 10.1% | i | 2.0% | 8.0
Cc1ccc(NC(=O)CSCC(=O)O)c(C)c1 | -3.5% | 14.0 | 3.3% | -4.8% | -4.3% | -16.0% | i | 10.5% | 9.0
COCCOC(=O)C1=C(N)OC2=C(C(=O)CCC2)C1c1cccnc1 (stereo not given) | 0.2% | 0.0 | 4.5% | -2.0% | -6.3% | 5.4% | i | 2.9% | 9.0
COc1cccc(NC(=O)c2ccncc2)c1 | 6.4% | 14.0 | -5.2% | -12.3% | -11.7% | nt | i | 0.9% | 5.0
Cc1cc(C(=O)OCC(=O)N2CC(C)CC(C)C2)c(C)o1 (stereo not given) | -12.0% | 13.0 | -0.9% | -0.1% | -1.0% | -12.6% | i | 5.0% | 2.0
O=C(NCCc1ccccc1)c1ccc(Br)o1 | 5.8% | 13.0 | -5.2% | 1.0% | 1.1% | nt | i | 13.8% | 8.0
Cc1nn(Cc2ccccc2)c2sc(C(=O)N3CCN(Cc4ccc5c(c4)OCO5)CC3)cc12 | nt | 5.0 | -3.6% | 27.2% | 39.7% | nt | i | 14.2% | 8.0
O=C(CN1CCN(C2CCCCC2)CC1)NCCC1=CCCCC1 | -7.9% | 4.0 | -5.9% | 1.5% | 11.2% | 10.9% | i | 11.6% | 61.0*
Cc1nc2nc[nH]n2c(=O)c1CCC(C)C | 2.8% | 13.0 | -8.4% | -3.2% | -9.4% | 11.6% | i | 5.1% | 8.0
CC1Cn2c(nc3c2c(=O)[nH]c(=O)n3C)O1 (stereo not given) | -3.2% | 6.0 | 0.7% | 0.3% | 8.6% | -7.7% | i | 7.0% | 0.0
Clc1cc(Cl)c2nc(N3CCCC3)sc2c1 | -1.5% | 10.0 | -0.6% | 5.1% | 7.1% | 3.7% | i | 8.0% | 1.0
CCOC(=O)c1c(C)[nH]c(NC(=O)N2CCOCC2)c1C | 10.6% | 0.0 | -2.1% | -13.5% | -20.8% | 1.8% | i | 7.3% | 12.0
O=C(NCCC1=CCCCC1)c1ccc(Br)o1 | -2.3% | 3.0 | 10.2% | -10.3% | -16.3% | nt | i | 5.9% | 0.0
COC(=O)Cc1c(C)c2ccc(OC(=O)c3ccco3)cc2oc1=O | 9.0% | 3.0 | -3.0% | 25.8% | 26.9% | 6.6% | nt | 9.0% | 14.0
O=C(Nc1ccc(O)cc1)c1cc2n(n1)C(C(F)(F)F)CC(c1ccco1)N2 (stereo not given) | 28.2% | 8.0 | 1.1% | 23.4% | 42.8% | -4.9% | i | 7.9% | 4.0
CCCC(=O)NCCSC | -8.0% | 6.0 | -0.3% | -4.4% | -2.5% | nt | i | 11.7% | 7.0
COCCNC(=O)COc1cc(=O)n(C)c2ccccc12 | -0.3% | 10.0 | 1.4% | -7.5% | 3.9% | 9.0% | i | 9.7% | 6.0
Clc1ccccc1OCCCCN1CCCC1 | 5.3% | 7.0 | 1.1% | 0.2% | 11.6% | -4.0% | i | 10.0% | 40.0*
CCCCn1c(N)c(Sc2ccc(C)cc2)c(=O)[nH]c1=O | -8.1% | 6.0 | -4.2% | 0.9% | -10.6% | 13.6% | i | 7.3% | 8.0
CC(C)NC(=O)CSCc1ccccc1Cl | -5.9% | 0.0 | 5.5% | -15.9% | -12.6% | 14.1% | i | 5.9% | 9.0 | PMK inhibit pilot replicates=7.0;Spn MK inh pilot replicates=2.0;DPM-DC inhibit pilot screen %=1.0
CC1(C)OC(C(=O)NC2CCCCC2)C(C(=O)NC2CCCCC2)O1 (stereo not given) | -4.7% | 2.0 | 3.0% | -12.1% | -24.4% | 15.6% | i | 6.5% | 4.0
CSc1nc2sc3c(c2c(=O)n1C)CCC(C)C3 (stereo not given) | -5.9% | 9.0 | -2.9% | -19.1% | -1.5% | -15.8% | i | 4.0% | 5.0
CC(=O)C(C)Oc1ccc2c3c(c(=O)oc2c1C)CCCC3 (stereo not given) | 4.1% | 5.0 | -0.7% | 7.6% | 4.5% | 8.5% | nt | 10.6% | 15.0
COC(=O)c1[nH]c(C)c(/C(O)=C2\C(=O)C(=O)N(CCN3CCOCC3)C2c2cccs2)c1C (stereo not given) | -1.1% | 7.0 | -0.9% | -1.2% | -6.3% | -10.7% | i | 7.4% | 3.0 | PMK inhibit pilot replicates=6.0;Spn MK inh pilot replicates=7.0;DPM-DC inhibit pilot screen %=3.0
Later entries.
SMILES | HT1080 cytotoxicity | PMK inhibit | Bfl-1 displacement | HPDE-C7 viability | KRASV12 cytotoxicity | LYP phosphatase | DPM-DC inhibit | TNAP inhibition | Spn MK inh | others
COc1cc(C)ccc1NC(=O)c1ccc(S(=O)(=O)N2CCOCC2)cc1 | 0.6% | 0.0 | -4.7% | -8.6% | -5.5% | 11.5% | i | 6.2% | 3.0
COc1ccc2[nH]c(=S)[nH]c2c1 | -15.9% | 4.0 | -2.9% | -4.1% | -3.4% | 3.4% | i | 2.8% | 9.0
CCOC(=O)C1CCN(C(=O)c2ccc(OC)cc2OC)CC1 | -5.3% | 0.0 | -1.2% | -22.6% | -13.3% | 6.2% | i | 4.4% | 2.0 | PMK inhibit pilot replicates=0.0;Spn MK inh pilot replicates=0.0;DPM-DC inhibit pilot screen %=2.5
C=CCNC(=O)c1cc(=O)c2ccccc2o1 | 9.8% | 15.0 | -2.1% | -3.8% | 5.7% | nt | i | 9.9% | 1.0
Cc1nc2sc(C(c3cccc(F)c3)N3CC(C)OC(C)C3)c(O)n2n1 (stereo not given) | 10.4% | 17.0 | 3.8% | -8.5% | -4.8% | 4.1% | i | 0.1% | 0.0
O=C1CC(N2CCN(c3cccc(C(F)(F)F)c3)CC2)C(=O)N1c1ccccc1 (stereo not given) | 13.0% | 0.0 | -5.6% | 9.5% | 6.5% | 5.1% | i | 12.4% | 6.0 | PMK inhibit pilot replicates=2.5;Spn MK inh pilot replicates=1.5;DPM-DC inhibit pilot screen %=0.0
O=C(C1CC1)N1CCc2cc(S(=O)(=O)NCC3COc4ccccc4O3)ccc21 (stereo not given) | -8.8% | 0.0 | 0.0% | 3.9% | -2.4% | -3.9% | i | 9.9% | 1.0
Cc1ccc(C)c(NC2=NC3(CCCCC3)N=C(N)N2)c1 | 4.3% | 2.0&17.0 | nt | nt | nt | 6.5% | i | nt | 0.0&0.0
CN(Cc1nnc(SCC(=O)NCCc2ccccc2)n1C)S(=O)(=O)c1ccccc1 | -5.2% | 6.0 | -7.1% | -11.2% | 0.8% | 0.5% | i | 5.5% | 7.0
COc1ccccc1N(CC(=O)NCc1cccnc1)S(C)(=O)=O | 18.6% | 0.0 | -3.2% | 6.3% | -10.2% | 1.1% | i | 0.1% | 3.0
O=C(Nc1cnn(Cc2ccccc2)c1)c1nc2ncccn2n1 | 16.5% | 4.0 | -10.2% | -12.4% | 2.0% | nt | i | 18.6% | 1.0
C#CCSC1=C(C#N)C(c2cccs2)C(C(=O)OCC)=C(C)N1 (stereo not given) | 14.6% | 0.0 | 5.6% | 53.0%* | 53.6%* | 8.3% | i | 17.3% | 0.0
CSC1=NCCN1C(=O)c1ccc(S(=O)(=O)N(C)C)cc1 | -1.5% | 10.0 | -2.9% | -15.6% | -1.0% | -0.5% | i | 6.6% | 10.0
O=C(NCCO)C(c1ccccc1)c1ccccc1 | -6.0% | 0.0 | -1.7% | -2.6% | -1.1% | nt | i | 7.3% | 3.0
Cc1cc(NC(=O)CCCC(=O)NCc2cccs2)no1 | 0.2% | 7.0 | -7.4% | -9.9% | -12.7% | nt | i | 10.0% | 7.0
CC(C)CN(C(=O)COC(=O)C12CC3CC(CC(O)(C3)C1)C2)C1CCS(=O)(=O)C1 (stereo not given) | -6.0% | 21.0 | -0.1% | -12.7% | -9.6% | -6.8% | i | 10.0% | 0.0
COc1cccc(-c2nnc(N(C)C(=O)C3CCOC3)s2)c1 (stereo not given) | 7.0% | 0.0 | -5.4% | -17.6% | 4.4% | 4.4% | i | 4.0% | 10.0
CN(C)S(=O)(=O)c1cccc(C(=O)Nc2cccnc2)c1 | 6.2% | 11.0 | -7.8% | 10.9% | 9.8% | 5.8% | i | 8.3% | 11.0 | PMK inhibit pilot replicates=0.0;Spn MK inh pilot replicates=1.0;DPM-DC inhibit pilot screen %=2.0
CSc1nc2[nH]c3c(c2c2nnnn12)CCCC3 | -5.5% | 8.0 | -2.7% | 38.6% | 31.8% | 7.4% | nt | 11.3% | 0.0
COc1ccc(/C=N/n2cncn2)cc1CSc1ccccn1 | 5.1% | 5.0 | -8.6% | -3.7% | -9.0% | 0.3% | i | 10.2% | 3.0
CCCCCOc1ccc(C(=O)NC(C(=O)O)C(C)C)cc1 (stereo not given) | -7.1% | 9.0 | 1.1% | 3.5% | 6.5% | 4.0% | i | 9.5% | 0.0
Cc1ccc(S(=O)(=O)N2CCCC2CO)cc1 (stereo not given) | 18.7% | 17.0 | -18.1% | -19.5% | -17.5% | 3.3% | i | 2.4% | 3.0
Cn1nnnc1SCC(=O)Nc1ccc(N2CCOCC2)cc1 | -3.7% | 9.0 | -2.6% | -9.3% | -7.0% | nt | i | 6.7% | 6.0
CCCCCCn1c(N2CCN(c3ccccc3)CC2)nc2c1c(=O)n(C)c(=O)n2C | -12.5% | 19.0 | -8.9% | nt | nt | 1.4% | i | 5.9% | 8.0
Cc1cc(C)c2c(=O)n(-c3ccccc3)[nH]c2n1 | 1.1% | 4.0 | 4.5% | 4.3% | 0.3% | -0.9% | i | 13.1% | 5.0
COC(=O)c1ccc2c(c1)NC(=O)C(N1CCCCC1)S2 (stereo not given) | 3.0% | 10.0 | -4.0% | -7.5% | 3.3% | 2.7% | i | 9.7% | 0.0
CC(C)(C)c1cc(CNC2CS(=O)(=O)C[C@@H]2O)cc(C(C)(C)C)c1O (stereo not given in full) | -6.9% | 5.0 | -2.1% | 1.6% | -9.6% | nt | i | 6.8% | 8.0
